rTrxR1 inhibitor = qHTS Assay for Inhibitors of Mammalian Selenoprotein Thioredoxin Reductase 1 (TrxR1): qHTS | Potency, µM (doses to about 114 µM), for inactives: top-dose activity change, negative = inhibition, usual class: inhibitors | Thioredoxin reductase 1, cytoplasmic (Rattus norvegicus), O89049 | recombinant rTrxR1, NADPH fluorescence consumption, selenite substrate | 390,000 tested, 1% active; further: potency means the concentration at half of the fitted maximal effect; on the % scale 0 is the no-effect control and ±100 the full control effect; nearly all actives have a fitted effect of over 65% in size
Target sequence (O89049 whole entry, looked up): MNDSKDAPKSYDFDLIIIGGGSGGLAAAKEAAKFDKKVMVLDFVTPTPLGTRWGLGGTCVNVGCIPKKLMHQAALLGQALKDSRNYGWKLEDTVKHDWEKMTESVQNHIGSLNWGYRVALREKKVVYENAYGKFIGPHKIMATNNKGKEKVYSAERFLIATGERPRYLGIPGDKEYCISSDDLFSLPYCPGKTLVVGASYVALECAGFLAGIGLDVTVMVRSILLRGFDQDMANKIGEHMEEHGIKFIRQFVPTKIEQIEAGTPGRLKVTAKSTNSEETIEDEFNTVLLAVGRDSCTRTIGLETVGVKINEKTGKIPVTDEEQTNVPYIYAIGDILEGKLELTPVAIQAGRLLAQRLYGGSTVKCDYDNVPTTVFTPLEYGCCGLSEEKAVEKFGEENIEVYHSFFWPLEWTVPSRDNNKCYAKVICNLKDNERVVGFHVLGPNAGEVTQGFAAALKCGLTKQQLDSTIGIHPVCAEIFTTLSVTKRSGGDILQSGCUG
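Rat TrxR1 (90 nM in the dispensed reagent) was pre-reduced with 400 uM NADPH for 5 min at room temperature, then incubated with compound for 15 min. After 400 uM selenite was added, NADPH fluorescence (Ex 340/Em 450 nm) was followed for 8 min.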
Pin1 inh = qHTS Assay to Find Inhibitors of Pin1. Peptidyl-prolyl cis-trans isomerase NIMA-interacting 1 (Homo sapiens), Q13526. Pin1 FP peptide displacement, HiFluor488, 10 min. Potency, µM (highest dose often 115 µM), for the others: at the highest dose activity, negative = inhibition, hits mostly inhibitors. 390,000 tested, 0.009% active. AID 504891, 2011; active means well fitted inhibition curve with a large enough effect in the polarisation, with a control signal flat, not every such curve was filed as active; inconclusive means small, poorly fitted or top-dose-only effect, or effect the other way, or a change in a side signal; inactive means no such curve, though single readings can be large or run the other way; the % refers to the polarisation; further: potency means the concentration at half of the fitted maximal effect; on the % scale 0 is the no-effect control and ±100 the full control effect
Target sequence (Q13526 whole entry, looked up): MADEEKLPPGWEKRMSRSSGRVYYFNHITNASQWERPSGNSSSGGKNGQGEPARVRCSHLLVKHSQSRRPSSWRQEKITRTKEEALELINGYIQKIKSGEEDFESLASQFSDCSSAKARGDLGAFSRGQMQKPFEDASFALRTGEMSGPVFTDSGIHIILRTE
IDH1 R132H inh = qHTS for Inhibitors of mutant isocitrate dehydrogenase 1 (IDH1): qHTS | Isocitrate dehydrogenase [NADP] cytoplasmic (Homo sapiens), O75874 | IDH1-R132H enzyme, NADPH consumption, diaphorase/resazurin fluorescence | Potency, µM (doses to about 76.6 µM), without a hit: at the top dose activity change, negative = inhibition, usual class: inhibitors | 390,000 tested, 0.093% active | AID 602179, 2012; further: potency means the concentration at half of the fitted maximal effect; on the % scale 0 is the no-effect control and ±100 the full control effect; nearly all actives have a fitted effect of over 65% in size
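IDH1-R132H (0.5 ug/mL dispensed) in pH 7.5 Tris buffer was preincubated 30 min with compound, then given a substrate mix of 0.016 mM NADPH and 2 mM alpha-KG for 80 min at room temperature; remaining NADPH was read by diaphorase/resazurin fluorescence.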
Tb PGK inh = qHTS Assay to Find Inhibitors of Phosphoglycerate Kinase. Potency, µM (doses to about 57.5 µM), inactives show at the highest dose activity change, negative = inhibition, hits mostly inhibitors. PGK/GAPDH coupled, Kinase-Glo luminescence, 60 min. Phosphoglycerate kinase, glycosomal (Trypanosoma brucei brucei), P07378. 380,000 tested, 0.043% active; further: potency means the concentration at half of the fitted maximal effect; on the % scale 0 is the no-effect control and ±100 the full control effect; nearly all actives have a fitted effect of over 60% in size
Target sequence (P07378 whole entry, looked up): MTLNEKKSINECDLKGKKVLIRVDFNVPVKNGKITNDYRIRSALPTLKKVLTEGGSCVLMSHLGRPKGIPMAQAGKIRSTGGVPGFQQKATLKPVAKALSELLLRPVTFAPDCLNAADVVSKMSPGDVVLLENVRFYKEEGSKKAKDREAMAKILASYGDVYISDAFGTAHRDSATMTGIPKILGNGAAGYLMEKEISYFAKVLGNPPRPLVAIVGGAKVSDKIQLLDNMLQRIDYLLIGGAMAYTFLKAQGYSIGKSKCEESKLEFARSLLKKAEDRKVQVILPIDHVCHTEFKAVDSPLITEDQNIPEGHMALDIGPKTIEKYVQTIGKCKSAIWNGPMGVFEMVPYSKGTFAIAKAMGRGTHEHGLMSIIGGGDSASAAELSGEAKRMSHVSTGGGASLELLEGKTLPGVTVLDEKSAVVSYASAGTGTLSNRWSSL
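Recombinant glycosomal PGK reaction used 1,3-bisphosphoglycerate generated in-well by GAPDH (100nM final) in 100mM TEA pH 7.6, 5mM MgCl2, 0.01% Tween-20. After 60 minutes at room temperature, ATP was read by Kinase-Glo Plus luminescence end-point.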
USP1 inh = Inhibitors of USP1/UAF1: Primary Screen; 390,000 tested, 0.23% active; AID 743255, 2014; recombinant USP1/UAF1, Ub-Rhodamine cleavage fluorescence; Potency, µM (series often up to 57.1 µM), for the others: top-dose activity change, negative = inhibition, hits mostly inhibitors; further: potency means the concentration at half of the fitted maximal effect; on the % scale 0 is the no-effect control and ±100 the full control effect; nearly all actives have a fitted effect of over 60% in size; inactives centre near -12
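USP1/UAF1 complex (1 nM) preincubated 15 min at room temperature with compound, then Ub-Rho substrate (150 nM final) added. Kinetic fluorescence at 480/540 nm over 6 reads at 60 s intervals; 50 mM HEPES pH 7.8, 0.5 mM EDTA, 0.1 mg/ml BSA, 1 mM TCEP, 0.01% Tween-20.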
PI4K2A inh = qHTS for small molecular inhibitors of PI4K2A | purified PI4K2A, ADP-Glo luminescence, 1 h; stronger effect = lower value | activity change, negative = inhibition, % at 76.9 µM | 420,000 tested, 0.13% active | AID 1346378, 2018; in the data active means activity change below about -50%; inconclusive means mostly about -30% to -49%;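 further: -100% = wells without enzyme as full effect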
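In this quantitative HTS, ADP production by PI4K2A was quantified luminescently after 1 h at ambient temperature; 100 microM adenosine served as plate-quality control.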
GLS inhibitor = qHTS for Inhibitors of Glutaminase (GLS); Glutaminase kidney isoform, mitochondrial (Homo sapiens), O94925; GLS enzymatic activity, qHTS titration; Potency, µM (highest dose often 45.5 µM), inactives show at the top dose activity change, negative = inhibition, most hits filed as inhibitors; 410,000 tested, 0.21% active; further: potency means the concentration at half of the fitted maximal effect; on the % scale 0 is the no-effect control and ±100 the full control effect
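Glutamate formation by hKGA was monitored fluorometrically using coupled glutamate oxidase, HRP and Amplex Red. Substrate was added as 1 mM L-glutamine solution; incubation was 30 min at RT after an initial read.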
HP1b chromo inh = HTS for Inhibitors of HP1-beta Chromodomain Interactions with Methylated Histone Tails; Chromobox protein homolog 1 (Homo sapiens), P83916; AlphaScreen HP1-beta / biotin-H3K9me3 peptide binding; Potency, µM (doses to about 114 µM), for the others: top-dose activity change, negative = inhibition, usual class: inhibitors; 390,000 tested, 0.56% active; further: potency means the concentration at half of the fitted maximal effect; nearly all actives have a fitted effect of over 70% in size; inactives centre near 23
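HP1-beta protein (50 nM final) preincubated 30 min at room temperature with biotinylated H3(1-18)K9me3 peptide (50 nM) in PBS pH 7.4, 0.01% Tween-20, then compound added for 30 min. AlphaScreen streptavidin donor/nickel chelate acceptor beads (10 ug/mL final), 30 min dark, luminescence read.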
TrxR1 substrate = qHTS Assay for Substrates of Mammalian Selenoprotein Thioredoxin Reductase 1 (TrxR1): qHTS; Thioredoxin reductase 1, cytoplasmic (Rattus norvegicus), O89049; purified TrxR1 substrate turnover, NADPH consumption readout; Potency, µM (top dose mostly 114 µM), inactives show top-dose activity change, negative = substrate turnover; 390,000 tested, 0.01% active; further: potency means the concentration at half of the fitted maximal effect; on the % scale 0 is the no-effect control and ±100 the full control effect; nearly all actives have a fitted effect of over 50% in size
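Rat TrxR1, dispensed at 90 nM, was prereduced with 400 uM NADPH (final) for 5 min at ~22 deg C, then incubated with compound 15 min before 400 uM selenite. A first-read NADPH fluorescence drop versus no-compound background flagged substrates.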
Active calls of the source: *; i = inactive; ? = inconclusive; / = not tested or not shown; & = joins results of further samples; [ ] = remark or other dose. Unless noted, the call rests on the fitted dose curve; in most records, active means well fitted curve in the direction sought with a large enough effect; inconclusive means small, poorly fitted or top-dose-only effect, or another doubt; inactive means no such curve, though single readings can be large; an effect the other way counts as inactive or inconclusive. Not all compounds are listed; the hit share may differ from the screen's.

SMILES | rTrxR1 inhibitor | Pin1 inh | IDH1 R132H inh | Tb PGK inh | USP1 inh | PI4K2A inh | GLS inhibitor | HP1b chromo inh | TrxR1 substrate
CSc1ncccc1C(=O)N1CCCC(N2CCN(c3ccccc3F)CC2)C1 (centres undefined) | -10% | 2% | -4% | 0% | -4% | 0 | 5% | 19% | -11%
CC(C)CC(=O)Nc1c(C(=O)N2CCN(c3ccccc3)CC2)oc2ccccc12 | 1% | -3% | -2% | -6% | ? | -2 | 5% | 25% | -7%
O=C(CNC(=O)c1cc2c(s1)CCC2)Nc1ccccc1Br | 24% | ? | -1% | -8% | -21% | -15 | -3% | 18% | 6%
CCCNS(=O)(=O)c1ccc(CCC(=O)N2CCN(CC)CC2)cc1 | 8% | 2% | 8% | 3% | 2% | 1 | 16% | 10% | 10%
C=CC(C)(O)CCCC(C)CCCC(C)CCCC(C)C (centres undefined) | 5% | -10% | 10% | i | -20% | -5 | -8% | 146%[activator] | -5%
CCC(CC)NC(=O)C1CCN(S(=O)(=O)c2cccs2)CC1 | 4% | 8% | -1% | -6% | -22% | -2 | -5% | 18% | 1%
O=C(CSc1nnc(-c2ccc(O)cc2)o1)Nc1ccccc1Br | 15% | 1% | -6% | -2% | -22% | -5 | -10% | 1% | -1%
C=CCN(Cc1ccc(Cl)s1)C(=O)c1cc(S(=O)(=O)N2CCOCC2)ccc1F | 10% | 4% | 7% | i | -12% | -6 | 0% | 60%[activator] | 6%
CN/S(=N/S(=O)(=O)c1ccccc1)c1ccc(C)cc1 (centres undefined) | 9%[57.1 µM] | 3% | -1% | 5% | -6% | -5 | 2% | 28% | 8%[57.1 µM]
O=C(C1CCC(CNc2c(N3CCCC3)c(=O)c2=O)CC1)N1CCc2ccccc21 (centres undefined) | 12% | -1% | 5% | -10% | 0% | 2 | 21% | 14% | -5%
CCOC(=O)c1c(NC(=O)CCC(=O)O)sc2c1CC(C)(C)OC2 | 13%[57.1 µM] | -2% | 7% | -8% | ? | -5 | 0% | 39%[activator] | -13%[57.1 µM]
CCOC(=O)c1nn(-c2ccccc2C)c(=O)c(C#N)c1C | -8% | -9% | 0% | 6% | -9% | 5 | 23% | 21% | -7%
COc1ccccc1NS(=O)(=O)c1ccc(O)c(C(=O)OCC(=O)c2ccc(Cl)cc2Cl)c1 | 13%[57.1 µM] | 37%[activator] | -6% | i | -8% | 9 | 20% | 40%[activator] | 7%[57.1 µM]
Cc1ccc(Nc2nc3ccccc3c(=O)s2)cc1 | ? | 0% | 1% | 1% | -10% | -1 | 8% | 38% | -2%
Cc1ccc(-c2[nH]c3cc(C(=O)NCCCn4ccnc4)ccc3c(=O)c2O)cc1 | 17% | -4% | -4% | i | -17% | -4 | 19% | 37% | 13%
CN(C)CCN(C(=O)CCc1ccccc1)c1nc2c(F)cc(F)cc2s1 | 14% | -5% | -2% | -8% | -21% | 3 | 0% | 16% | 0%
CN1C(=O)c2ccccc2C(C(=O)NCC2CCCO2)C1c1c[nH]c2ccccc12 (centres undefined) | 28%[57.1 µM] | -1% | 9% | i | -16% | 4 | -2% | 25% | -6%
CCn1nc(C(=O)Nc2ccc(N3CCOCC3)cc2)c2ccccc2c1=O | -16% | 8% | 0% | -7% | -7% | -3 | 9% | 17% | -8%
CCN(CC)C(=O)c1cccc(NC(=O)c2cc(C3CC3)nc3c2cnn3C(C)C)c1 | 17% | -1% | 5% | 5% | -22% | -3 | -1% | 28% | 1%
COc1ccc(CNC(=O)CN(C)S(=O)(=O)c2ccc3c(c2)c(=O)n(C)c(=O)n3C)cc1 | 21%[57.1 µM] | -10%&15% | -1%&-2% | -3%&-1% | -8%&-12% | -6&-1 | 3%&-1% | 53%&69%[activator] | 4%[57.1 µM]
CC(NC(=O)c1ccc(Cl)cc1)C(=O)NC1=NCCS1 (centres undefined) | 14% | -1% | 2% | / | -8% | 5 | 3% | 13% | -1%
O=C(O)c1cnn(-c2nc(-c3ccc(Cl)cc3)cs2)c1C(F)(F)F | -12%[11.4 µM] | -2% | 2% | i | -7% | -1 | 1% | 2% | -5%[11.4 µM]
O=C(CCl)Nc1ccccc1C(=O)Nc1ccc2c(c1)OCO2 | ? | 6% | 4% | 0% | 0% | 1 | 4% | 17% | 3%
Cc1ccc2[nH]c3c(=O)n(CC(=O)Nc4ccc(Br)cc4C)ncc3c2c1 | 11% | -3% | -2% | -3% | -16% | 6 | -4% | 2% | 0%
CCc1nn(C(C)C(=O)NCc2cccc(OC)c2)c(=O)c2cc3occc3n12 (centres undefined) | 22% | -3% | 5% | -1% | -24% | -7 | -2% | 37% | 3%
Going on with the list:
SMILES | rTrxR1 inhibitor | Pin1 inh | IDH1 R132H inh | Tb PGK inh | USP1 inh | PI4K2A inh | GLS inhibitor | HP1b chromo inh | TrxR1 substrate
Cc1ccc(C(=O)Nc2cccc(S(=O)(=O)N3CCOCC3)c2)cc1[N+](=O)[O-] | 8% | -2% | 18% | i | -7% | -5 | -6% | 1% | -5%
O=C(NCC(c1cccnc1)N1CCN(c2ccc(F)cc2)CC1)C1CCCCC1 (centres undefined) | 12% | 1% | -1% | 2% | 8% | 2 | 20% | 9% | 2%
Cc1cccc(NC(=O)CN2C(=O)N/C(=C\c3ccc(-c4cccc(C(=O)O)c4)o3)C2=O)c1 | -23% | ? | 0% | -6% | -24% | -6 | -11% | 5% | 5%
C[C@@H](C(=O)CC(=O)OC(C)(C)C)[C@@H](O)c1c(F)cccc1Cl | -2%&9% | -3%&0% | 14% | 3% | -14% | 4 | -2% | 9%&29% | -2%&0%
O/N=C1\CC(O)Cc2nonc21 (centres undefined) | 7% | 1% | 15% | 0% | -18% | 1 | 18% | 13% | -1%
Cc1c(Cl)ccc2sc(N3CCN(C(=O)c4ccco4)CC3)nc12 | 10%[57.1 µM] | -2% | -11% | 2% | ? | 0 | -4% | -1% | -5%[57.1 µM]
Cc1ncc([N+](=O)[O-])n1CCOC(=O)NC(NCc1cccnc1)C(Cl)(Cl)Cl (centres undefined) | 2% | -3% | 17% | -1% | -13% | -4 | 30%[activator] | 16% | -5%
Fc1ccc2c(c1)Sc1ccc(Cl)cc1CC2N1CCN(CCC2OCCO2)CC1 (centres undefined) | -6% | 5% | -4% | -1% | -26% | 14 | 5% | -6% | 2%
COc1ccc(C(=O)c2coc(-c3ccccc3C(=O)O)c2C(=O)O)cc1 | -9% | -1% | -2% | 4% | -12% | 1 | 16% | 22% | -8%
CCn1cc2nc(SCC(=O)Nc3ccc(F)cc3F)n(Cc3ccccc3)c(=O)c2n1 | 24% | 0% | -8% | -7% | -27% | 0 | -1% | 12% | 248%[activator]
COc1ccccc1NC(=O)Nc1nc(CC(=O)NCc2ccccn2)cs1 | -4% | -3% | 8% | i | -18% | -1 | -3% | 36% | -7%
CCOC(=O)C1=C(COC(=O)CCOc2ccc(OC)cc2)NC(=O)NC1C (centres undefined) | 8% | 5% | -2% | -2% | -18% | 7 | -4% | 30% | 2%
O=C(CSc1nnnn1C1CCCC1)Nc1ccc2c(c1)OCCO2 | 21% | 2% | 7% | -6% | -12% | 0 | 8% | 6% | 11%
C=CCNC(=O)COC(=O)CNC(=O)c1cc(Cl)cc([N+](=O)[O-])c1 | 40% | 6% | 1% | -5% | -17% | -5 | 0% | 11% | 4%
COC(=O)C1=C(C)N(Cc2ccccc2)C(=O)N[C@H]1c1ccco1 | 17%[57.1 µM] | -12% | -14% | 0% | 14% | -1 | 2% | 15% | 9%[57.1 µM]
Cc1nc2ccccc2c(=O)n1/N=C/c1c(O)ccc2oc3c(c12)CCCC3 | 4% | -2% | 8% | -4% | -7% | -5 | 10% | 4% | -6%
Cc1ccccc1-c1n[nH]c(=S)n1Cc1ccccc1 | -2%[57.1 µM] | -2% | 11% | -4% | -2% | 0 | -5% | 17% | 4%[57.1 µM]
Cc1ccccc1OCC(=O)N1CCCc2ccccc21 | 12%[57.1 µM] | -6% | 10% | -4% | -8% | 9 | 0% | 46%[activator] | -3%[57.1 µM]

3 entries already listed, arranged by the number in GLS inhibitor, descending:
SMILES | rTrxR1 inhibitor | Pin1 inh | IDH1 R132H inh | Tb PGK inh | USP1 inh | PI4K2A inh | GLS inhibitor | HP1b chromo inh | TrxR1 substrate
COc1ccc(C(=O)c2coc(-c3ccccc3C(=O)O)c2C(=O)O)cc1 | -9% | -1% | -2% | 4% | -12% | 1 | 16% | 22% | -8%
O=C(CSc1nnnn1C1CCCC1)Nc1ccc2c(c1)OCCO2 | 21% | 2% | 7% | -6% | -12% | 0 | 8% | 6% | 11%
Fc1ccc2c(c1)Sc1ccc(Cl)cc1CC2N1CCN(CCC2OCCO2)CC1 (centres undefined) | -6% | 5% | -4% | -1% | -26% | 14 | 5% | -6% | 2%

Bioassay records as filed in PubChem BioAssay.
